From PubChem
CHT block: inhibitors of human choline transporter CHT | CHT-expressing cells, membrane potential dye, choline response; hits give low values | Q9GZV3 | B-score at 10 µM | actives 0.86% (n = 310,000);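 active = B-score over 3 SD under the library average, and starting fluorescence ratio not unusually high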;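 also: choline stimulus applied at its EC90 after an EC20 pre-addition; B-score computed on integrated fluorescence ratio after choline addition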
Target sequence (Q9GZV3 whole entry, looked up): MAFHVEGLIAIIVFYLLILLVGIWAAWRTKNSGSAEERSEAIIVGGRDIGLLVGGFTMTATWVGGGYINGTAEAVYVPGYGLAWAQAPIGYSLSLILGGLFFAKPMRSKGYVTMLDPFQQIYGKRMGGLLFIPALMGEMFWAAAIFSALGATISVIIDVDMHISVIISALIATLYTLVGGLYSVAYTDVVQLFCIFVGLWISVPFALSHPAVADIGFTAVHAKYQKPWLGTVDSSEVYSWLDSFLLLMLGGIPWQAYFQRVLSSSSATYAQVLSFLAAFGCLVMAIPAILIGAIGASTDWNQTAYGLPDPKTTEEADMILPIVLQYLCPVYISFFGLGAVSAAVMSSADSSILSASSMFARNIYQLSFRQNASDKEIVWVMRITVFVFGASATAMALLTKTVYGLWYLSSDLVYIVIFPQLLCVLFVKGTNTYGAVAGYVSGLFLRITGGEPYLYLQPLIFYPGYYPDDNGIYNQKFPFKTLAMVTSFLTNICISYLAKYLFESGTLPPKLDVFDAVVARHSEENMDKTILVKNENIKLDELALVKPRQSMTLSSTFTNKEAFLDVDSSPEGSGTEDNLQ
KCNQ2 block: KCNQ2 potassium channel inhibitors, primary screen, cell-based, CHO-K1, FluxOR thallium flux, B-score (AID 2156); O88943; 20 min; hits give low values; B-score at 10 µM; actives 1.1% (n = 310,000);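 active = fluorescence ratio B-score at most minus 3 library SDs, with starting brightness B-score within 2 library SDs, cut at about -5.5 in these data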
The depositor's hits bear a star; i = inactive; nt = no result given. Not a hit list. Share with any hit: about 1.9%.

Results follow in this order: CHT block | KCNQ2 block
> O=C(Nc1nc2ccccc2[nH]1)c1cccc(S(=O)(=O)N2CCOCC2)c1
 : i | i
> COc1ccccc1-c1nc(SCC(=O)N(C)c2ccccc2)c2c(=O)n(C)c(=O)n(C)c2n1
 : i | i
> O=C(Cn1nnc(-c2ccccc2)n1)OCc1csc(-c2ccccc2)n1
 : i | i
> CC1(C)CC(=O)C2=C(C1)OC(N)=C(C#N)C21CCC2(CC1)OCCO2
 : i | i
> CCOC(=O)c1c(N)sc(=S)c2c1CCC2
 : i | i
> COc1ccc(CCN2C(=O)CC(Sc3ncccc3C(=O)O)C2=O)cc1OC (stereo not given)
 : i | i
> O=C(Nc1ccc([N+](=O)[O-])cc1)N1CCN(C(=O)C2CCCO2)CC1 (stereo not given)
 : i | i
> CSc1ccccc1NC(=O)c1ccc(Cl)s1
 : i | i
> Cn1cc(-c2ccccc2)cc(C#N)c1=O
 : i | i
> CCN(CC)c1ccc(/C=N/NC(=O)c2c(Cl)c(C)nn2C)cc1
 : i | i
> Cc1ccc(NC2CCCN(C(=O)c3cn4cccc(C)c4n3)C2)cc1C (stereo not given)
 : i | i
> COc1nc(N/N=C/c2ccccc2F)nc(N2CCCCC2)n1
 : i | i
> CCC1Sc2ccc(S(=O)(=O)CCC(=O)NC3CCCCCC3)cc2NC1=O (stereo not given)
 : i | i
> CCCCC(=O)Nc1ccc(C(=O)NCC(=O)OC)cc1
 : i | i
> O=C(NCCCN1CCCC1=O)c1cccs1
 : i | i
> Cc1ccc(O)c(/C=N/NC(=O)COc2ccc3c(C)cc(=O)oc3c2)c1
 : i | i
> CCCCC(CC)C(=O)Nc1cc(C(=O)NCCC)ccc1N1CCC2(CC1)CC(c1cccc(Br)c1)=NO2 (stereo not given)
 : i | i
> O=C(NCc1ccc2c(c1)OCO2)c1cnc2ccccn2c1=O
 : i | i
> CC(=O)N1CCN(c2ccc(NC(=O)c3cc(Cl)ccc3Cl)cc2)CC1
 : i | i
> Cc1ccc(-c2cc(C(=O)Nc3cc(C)ccc3O)no2)cc1
 : i | i

Further entries.
Results follow in this order: CHT block | KCNQ2 block
> COc1ccc(C2/C(=C(/O)c3ccc(Cl)cc3)C(=O)C(=O)N2CCN2CCOCC2)c(OC)c1 (stereo not given)
 : i | i
> Cc1ccc(C2(C)NC(=O)N(CC(=O)NC(=O)NC(C)(C)C)C2=O)cc1 (stereo not given)
 : i | i
> COc1cc2[nH]c(=O)n(Cc3ccc(C(=O)NC4CCN(Cc5ccccc5)CC4)cc3)c(=O)c2cc1OC
 : i | i
> O=C1CCC(=O)N1c1ccc(S(=O)(=O)Nc2cccc([N+](=O)[O-])c2)cc1
 : i | i
> COCCNC(=O)CN(c1cc(Cl)ccc1OC)S(=O)(=O)c1ccc(C)c([N+](=O)[O-])c1
 : i | i
> COc1cc(CNn2cnnc2)ccc1OCC(=O)NC1CCCCC1
 : i | i
> CCN(CC)S(=O)(=O)c1cc(NC(=O)C2Cc3ccccc3C(=O)O2)ccc1C (stereo not given)
 : i | i
> CCOC(=O)c1c(NC(=O)c2ccn(CC)n2)sc2c1CCCC2
 : i | i
> CCC1(C)SC(NC(C)=O)=NN1C(C)=O (stereo not given)
 : i | i
> O=C(CN1CCN(Cc2ccc(F)cc2)CC1)NCCc1ccccc1
 : i | i
> Cc1ccc(C)c(NC(=S)Nc2ccc(S(=O)(=O)Nc3ncccn3)cc2)c1
 : i | i
> O=C(O)CCC(=O)N1CCN(S(=O)(=O)c2cccs2)CC1
 : i | i
> Cc1ccc(-c2ccc(/C=C3/NC(=O)NC3=O)o2)cc1[N+](=O)[O-]
 : nt | i
> Cc1oc2c(c1C(=O)c1ccc(Cl)cc1)C(=O)C(=O)c1ccccc1-2
 : nt | i
> CC(C)CN(CCCNC(=O)CN1N=C(c2ccc(Cl)cc2)CCC1=O)CC(C)C
 : i | i
> COc1ccc(C(=O)Nc2cccc(NC(=O)c3ccc(OC)c(OC)c3)n2)cc1OC
 : i | i
> O=C(NCCCl)NNc1c(Cl)cc(Cl)cc1Cl
 : i | i
> COc1ccc(Cc2nnc(SCC(=O)Nc3cc(Cl)ccc3C)[nH]c2=O)cc1
 : i | i
> COc1ccc(S(=O)(=O)NCCCCCC(=O)NCCCN2CCOCC2)cc1
 : i | i
> Cc1ccc(C)c(S(=O)(=O)N2CCCOC2CNC(=O)C(=O)NCCc2ccco2)c1 (stereo not given)
 : i | i

Additional compounds follow:
Results follow in this order: CHT block | KCNQ2 block
> CCC(=O)OC1(C)C(=O)C=C2C=C(c3ccsc3)OC=C2C1=O (stereo not given)
 : i | i
> CCc1nc(SCC(=O)Nc2ccc(N(C)C)cc2)c2ccccc2n1
 : i | i
> FC(F)(F)c1cc(N2CCN(Cc3ccccc3)CC2)c2ccccc2n1
 : i | i
> COc1ccc2cc(Br)ccc2c1CC(=O)N(C)C
 : i | i
> O=C1C2C3CCC(C3NCc3ccccc3)C2C(=O)N1Cc1ccccc1 (stereo not given)
 : i | i
> Cc1cc(Br)ccc1NC(=O)C1CCN(C(=O)c2ccco2)CC1
 : i | i
> CCCCNc1nc(Cl)nc(Nc2ccc(C)cc2)n1
 : i | i
> CN1CCN(C(=O)c2ccc3c(c2)N(Cc2cccc(Cl)c2)C(=O)c2ccccc2S3=O)CC1 (stereo not given)
 : i | i
> Cc1ccc(SC(CC(=O)c2ccc(C)cc2)C(=O)O)cc1 (stereo not given)
 : i | i
> CCOC(=O)c1nnn(CC(=O)N2N=C(c3cccc4ccccc34)CC2c2ccccc2)c1C(=O)OCC (stereo not given)
 : i | i
> CCCCSCCCNC(=S)Nc1ccccc1C
 : i | i
> CC1C(=O)Nc2ccccc2N1C(=O)c1ccccc1 (stereo not given)
 : i | i
> Cc1ccc(CNC(=O)CC(C)S(=O)(=O)c2ccc3c(c2)NC(=O)CS3)o1 (stereo not given)
 : i | i
> Cn1cc(/C=C2\SC(=S)N(NC(=O)c3ccccc3Cl)C2=O)c2ccccc21
 : i | nt
> COc1ccc(NC(=O)/C(C#N)=C\C=C\c2ccco2)cc1
 : i | i
> Cc1cccc(-n2c(C)cc(/C=N/NC(=O)c3cccc([N+](=O)[O-])c3C)c2C)c1
 : i | i
> O=C(CSc1nc2c(sc3ccccc32)c(=O)n1Cc1ccccc1)NCC1CCCO1 (stereo not given)
 : i | i
> CC(C)(C)C(=O)NC(=S)Nc1cccc(C(=O)O)c1
 : i | i
> Cc1ccc2nc(-c3ccccn3)c(Nc3ccccc3C)n2c1
 : i | i
> CC(C)C(=O)Nc1nnc(S(=O)(=O)N2CCCc3ccccc32)s1
 : i | i

(further entries)
Results follow in this order: CHT block | KCNQ2 block
> CC(Oc1ccccc1F)C(=O)NNC(=O)CCNC(=O)c1ccco1 (stereo not given)
 : i | i
> Cc1cccc(C)c1NC(=O)C1(N(Cc2ccco2)C(=O)Cn2nnnc2N)CCCCC1
 : i | i
> C#CCSc1n[nH]c(=O)n1-c1cccc(C(F)(F)F)c1
 : i | i
> CCSc1nc2sc3c(c2c(=O)[nH]1)CC(C)(C)OC3
 : i | i
> Cc1ncoc1C(=O)N1CCCC(CCC(=O)NCc2ccccc2F)C1 (stereo not given)
 : i | i
> S=c1[nH]cnc2sc(Nc3ccccc3)nc12
 : i | i
> O=S(=O)(c1ccc(-c2ccccc2)cc1)N1CCCCC1
 : i | i
> Cc1ccc(Cl)cc1NC(=O)CSc1sc2c(O)cc(=O)[nH]c2c1C#N
 : i | i
> Cc1cc2ncn(/N=C/c3ccc([N+](=O)[O-])o3)c2cc1C
 : i | i
> O=C(N/N=C1/SCC(=O)N1Cc1ccco1)c1ccccc1F
 : i | i
> COCC(C)NC(=S)Nc1ccccc1[N+](=O)[O-] (stereo not given)
 : i | i
> CCOC(=O)C1=C(c2ccccc2)NC(N)=NC1c1ccc(OCc2ccc(C(=O)OC)cc2)cc1 (stereo not given)
 : i | i
> CCC(=O)Nc1cccc(NC(=O)c2ccc(Br)cc2)c1
 : i | i
> CC(C)CC(=O)NC(=S)NNC(=O)c1cccc([N+](=O)[O-])c1
 : i | i
> O=C1CC(N2CCN(c3ccccc3)CC2)C(=O)N1c1ccc2c(c1)OCCO2 (stereo not given)
 : i | nt
> COc1cccc(NC(=S)NCc2ccc3c(c2)cc(C)n3C)c1
 : nt | i
> O=C(COC(=O)c1cccnc1Cl)c1cccc(Cl)c1
 : i | i
> CCOc1ccc(Cc2onc3c2C(=O)CC(C)(C)C3)cc1OCC
 : i | i
> COC(=O)CCC(=O)N1CCOCCOCCOCC1
 : i | i
> OC(CN1CCN(c2cccc(Cl)c2)CC1)c1ccc(F)cc1 (stereo not given)
 : i | i

New compounds follow.
Results follow in this order: CHT block | KCNQ2 block
> O=C(N/N=C\c1ccc(Oc2ccccc2)cc1)c1csnn1
 : i | i
> CCC(C(=O)NCc1ccc(F)cc1)N(CCc1ccccc1)C(=O)c1snc(C(N)=O)c1N (stereo not given)
 : i | i
> Cc1ccc(NC(=O)C(C)SCc2nc3sc(C)c(C)c3c(=O)[nH]2)nc1 (stereo not given)
 : i | i
> COc1ccc(OCCN2CCOCC2)cc1
 : i | i
> O=C(NCc1ccc(F)cc1)C(c1ccc(Cl)cc1)N(C(=O)c1csnn1)C1CC1 (stereo not given)
 : i | i
> Cc1ccc(-c2noc(CNC(=O)c3ccc4c(c3)OCO4)n2)cc1
 : i | i
> Cc1cc(C(=O)COc2ncnc3sccc23)c(C)n1C1CC1
 : i | i
> CCS(=O)(=O)N1CCC(C(=O)NCc2cccnc2)CC1
 : i | i
> COC(=O)C(C)Sc1nc2c(cnn2-c2ccc(F)cc2)c(=O)[nH]1 (stereo not given)
 : i | i
> Cn1c(NC(=O)Cc2ccc(F)cc2)cc(=O)n(C)c1=O
 : i | i
> Cc1ccc(CNC(=O)Cn2c(=O)oc3ccccc32)o1
 : i | i
> COc1ccc(C(C)(C)C)cc1NC(=O)C1CCCO1 (stereo not given)
 : i | i
> CCc1ccc(NC(=O)CCc2nc3sc4c(c3c(=O)[nH]2)CCCC4)cc1
 : i | i
> CCOc1cc(C2CC(=O)NC3=C2C(=O)C(C(=O)OC)C(C)C3)cc(Cl)c1O (stereo not given)
 : i | i
> CC(C)=CCC/C(C)=C/CCC(C)NCCN1CCNCC1 (stereo not given)
 : i | i
> CCc1ccc2oc(=O)cc(CN(C)Cc3ccccc3)c2c1
 : i | i
> Cc1cccc(-n2cnc(C(=O)NC3CCCCCC3)c2)n1
 : i | i
> CCCc1cc(=O)n2[nH]c(NCc3c(Cl)cccc3Cl)nc2n1
 : i | i
> COc1ccc(-c2[nH]ncc2-c2cnn(-c3ccccc3)c2)c(O)c1
 : i | -7.7*
> COc1ccc(N(CC(=O)NC(C)C)S(=O)(=O)c2ccc(NC(C)=O)cc2)cc1
 : i | i

(listing goes on)
Results follow in this order: CHT block | KCNQ2 block
> CC(C)c1ccc(NC(=O)CN2C(=O)NC3(CCCC3)C2=O)cc1
 : i | i
> CCN(Cc1ccccc1)C(=O)Cn1c(C(C)O)nc2ccccc21 (stereo not given)
 : i | i
> CCOc1cc(N2CCOCC2)c(OCC)cc1NC(=O)COC(=O)/C=C/c1ccc(OC(F)F)cc1
 : i | i
> Cc1cc(/C=C(\C#N)C(=O)NC2CCCCCC2)c(C)n1C
 : i | i
> CCCCn1c(N)c(NCCC(C)C)c(=O)[nH]c1=O
 : i | nt
> Cc1[nH]c(=O)[nH]c(=O)c1/C=N/NC(=O)CCNC(=O)OC(C)(C)C
 : i | i
> Cc1cc(C)c2nc(SCc3ccc([N+](=O)[O-])cc3)nc(C)c2c1
 : i | i
> O=C(Nc1cccc(Cl)c1N1CCOCC1)c1cccnc1Cl
 : i | i
> c1ccc2c(-c3nnc(SCc4cn5ccccc5n4)o3)c[nH]c2c1
 : i | i
> O=C(CS(=O)(=O)c1cn(Cc2ccc(Cl)cc2)c2ccccc12)N1CCCCC1
 : i | i
> COc1ccc(Cn2nnnc2C(c2ccncc2)N2CCOCC2)cc1 (stereo not given)
 : i | i
> O=C(Nc1ccccn1)c1c(O)c2cccc3c2n(c1=O)CCC3
 : i | i
> O=C(Nc1cccnc1)Nc1cccc([N+](=O)[O-])c1
 : i | i
> CC(=O)[C@H]1CC[C@H]2[C@@H]3CCC4=CC(=O)CC[C@]4(C)[C@H]3CC[C@]12C
 : i | i
> Cc1ccc([N+](=O)[O-])cc1NC(=O)Cc1ccc(F)cc1
 : i | i
> CCc1ccc(NC(=O)CN(c2ccc(OC)cc2)S(=O)(=O)c2c(C)[nH]c(=O)[nH]c2=O)cc1
 : i | i
> CCN(CC)CC(O)COc1ccccc1C(=O)CCc1ccccc1 (stereo not given)
 : i | i
> Cc1ccc(NC(=O)CSc2nnc(CN3CCOCC3)n2C)cc1C
 : i | i
> NCCCCCCNS(=O)(=O)c1cccc2c(Cl)cccc12
 : i | i
> COCC(=O)N(Cc1ccc(OC)cc1)Cc1nc2ccccc2c(=O)[nH]1
 : i | i
> CCOC(=O)c1c(-c2ccccc2)oc2ccc(OCC(O)CN(C)C)cc12 (stereo not given)
 : i | -5.6*
> O=C(Nc1ccccc1Cl)N1CCN(c2ncccn2)CC1
 : i | i
> Cc1cccc(NNC(=O)C(=O)NNc2cccc(C)c2)c1
 : i | i
